# BAZ2B inh: inhibitors of human BAZ2B bromodomain; Q9UIF8; AlphaScreen BAZ2B-H3K14Ac peptide displacement; Potency, µM (series often up to 114 µM), for inactives: top-dose activity change, negative = inhibition, actives largely listed as inhibitors; 360,000 compounds, 4.4% hits; note: % is set by controls: 0 for no effect and ±100 for the full control effect; nearly all actives have a fitted effect of over 60% in size
#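 Compounds, titrated to a top concentration of 110 uM, were incubated 30 min at room temperature with preformed BAZ2B/acetyl-K14 H3 peptide complex (50 nM each). Proximity signal was measured by AlphaScreen after 20 min with beads.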
# GLS inhibitor: inhibitors of human glutaminase (GLS). O94925. GLS enzymatic activity, qHTS titration. Potency, µM (doses to about 45.5 µM), inactives show at the top dose activity change, negative = inhibition, actives largely listed as inhibitors. 410,000 compounds, 0.21% hits. AID 624170; note: % is set by controls: 0 for no effect and ±100 for the full control effect
#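 Read-out is an Amplex red fluorescence increase coupled through glutamate oxidase and HRP, measured before and after 30 min room-temperature incubation. hKGA is in 45 mM KH2PO4 (pH 8.2) with 0.02% Tween-20; glutamine added as 1mM solution.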
# Tb PGK inh: T. brucei PGK inhibition. 380,000 compounds, 0.043% hits. PGK/GAPDH coupled, Kinase-Glo luminescence, 60 min. Potency, µM (titrated, usually from 57.5 µM), for inactives: at the top dose activity change, negative = inhibition, most hits filed as inhibitors; note: % is set by controls: 0 for no effect and ±100 for the full control effect; nearly all actives have a fitted effect of over 60% in size
#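 Recombinant glycosomal PGK reaction used 1,3-bisphosphoglycerate generated in-well by GAPDH (100nM final) in 100mM TEA pH 7.6, 5mM MgCl2, 0.01% Tween-20. After 60 minutes at room temperature, ATP was read by Kinase-Glo Plus luminescence end-point.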
# HP1b chromo inh: inhibitors of HP1-beta chromodomain binding to methylated histone tails; P83916; AlphaScreen HP1-beta / biotin-H3K9me3 peptide binding; Potency, µM (series often up to 114 µM), without a hit: top-dose activity change, negative = inhibition, actives largely listed as inhibitors; 390,000 compounds, 0.56% hits; AID 540317; note: nearly all actives have a fitted effect of over 70% in size; inactives centre near 23
#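 HP1-beta protein (50 nM final) preincubated 30 min at room temperature with biotinylated H3(1-18)K9me3 peptide (50 nM) in PBS pH 7.4, 0.01% Tween-20, then compound added for 30 min. AlphaScreen streptavidin donor/nickel chelate acceptor beads (10 ug/mL final), 30 min dark, luminescence read.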
# Pin1 inh: human Pin1 inhibition; Q13526; Pin1 FP peptide displacement, HiFluor488, 10 min; Potency, µM (titrated, usually from 115 µM), without a hit: at the highest dose activity, negative = inhibition, actives largely listed as inhibitors; 390,000 compounds, 0.009% hits; active = well fitted inhibition curve with a large enough effect in the polarisation, with a control signal flat, not every such curve was filed as active; inconclusive = small, poorly fitted or top-dose-only effect, or effect the other way, or a change in a side signal; inactive = no such curve, though single readings can be large or run the other way; the % refers to the polarisation; note: % is set by controls: 0 for no effect and ±100 for the full control effect
# Pol iota inh: DNA polymerase iota (human) inhibition; AID 588590; Potency, µM (titrated, usually from 115 µM), inactives show at the top dose activity, negative = inhibition, actives largely listed as inhibitors; 390,000 compounds, 1% hits; Q9UNA4; Pol iota fluorescent replication assay, 10 min
#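 Pol iota at 10 nM preincubated 15 min with compounds at room temperature; reaction started with fluorescent substrate, 50 nM final. Fluorescence read kinetically at 0 and 10 min; buffer-only wells as negative control.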
# G9a block: G9a (human) methyltransferase inhibition; G9a H3K9 monomethylation, AlphaScreen, 2 h; Potency, µM (titrated, usually from 102 µM), for the others: at the top dose activity, negative = inhibition, hits mostly inhibitors; 350,000 compounds, 8.8% hits; note: % is set by controls: 0 for no effect and ±100 for the full control effect; nearly all actives have a fitted effect of over 75% in size
#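 Chemiluminescent proximity detection of H3K9 monomethylation, read after 10 min bead incubation in the dark. Reaction: 20 nM G9a, 500 nM biotin-H3K9 peptide, 20 uM SAM cofactor, 2 h, room temperature, following 15 min enzyme-compound preincubation.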
# BLM helicase inh: Bloom syndrome helicase (human) inhibition; P54132; 350,000 compounds, 0.2% hits; AID 2528; Potency, µM (titrated, usually from 56.1 µM), for inactives: at the top dose activity change, negative = inhibition, actives largely listed as inhibitors; recombinant BLM DNA unwinding, fluorescence dequenching;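 note: plate controls were vehicle for no effect and no enzyme for full effect; nearly all actives have a fitted effect of over 35% in size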
# JMJD2A Tudor: JMJD2A Tudor domain (human) inhibition. 390,000 compounds, 4.4% hits. Potency, µM (titrated, usually from 114 µM), for inactives: at the highest dose activity change, negative = inhibition, usual class: inhibitors. O75164. AlphaScreen JMJD2A-Tudor / H3K4me3 peptide binding; note: % is set by controls: 0 for no effect and ±100 for the full control effect; nearly all actives have a fitted effect of over 50% in size
# Target sequence (O75164 whole entry, looked up, the tested form may be a part): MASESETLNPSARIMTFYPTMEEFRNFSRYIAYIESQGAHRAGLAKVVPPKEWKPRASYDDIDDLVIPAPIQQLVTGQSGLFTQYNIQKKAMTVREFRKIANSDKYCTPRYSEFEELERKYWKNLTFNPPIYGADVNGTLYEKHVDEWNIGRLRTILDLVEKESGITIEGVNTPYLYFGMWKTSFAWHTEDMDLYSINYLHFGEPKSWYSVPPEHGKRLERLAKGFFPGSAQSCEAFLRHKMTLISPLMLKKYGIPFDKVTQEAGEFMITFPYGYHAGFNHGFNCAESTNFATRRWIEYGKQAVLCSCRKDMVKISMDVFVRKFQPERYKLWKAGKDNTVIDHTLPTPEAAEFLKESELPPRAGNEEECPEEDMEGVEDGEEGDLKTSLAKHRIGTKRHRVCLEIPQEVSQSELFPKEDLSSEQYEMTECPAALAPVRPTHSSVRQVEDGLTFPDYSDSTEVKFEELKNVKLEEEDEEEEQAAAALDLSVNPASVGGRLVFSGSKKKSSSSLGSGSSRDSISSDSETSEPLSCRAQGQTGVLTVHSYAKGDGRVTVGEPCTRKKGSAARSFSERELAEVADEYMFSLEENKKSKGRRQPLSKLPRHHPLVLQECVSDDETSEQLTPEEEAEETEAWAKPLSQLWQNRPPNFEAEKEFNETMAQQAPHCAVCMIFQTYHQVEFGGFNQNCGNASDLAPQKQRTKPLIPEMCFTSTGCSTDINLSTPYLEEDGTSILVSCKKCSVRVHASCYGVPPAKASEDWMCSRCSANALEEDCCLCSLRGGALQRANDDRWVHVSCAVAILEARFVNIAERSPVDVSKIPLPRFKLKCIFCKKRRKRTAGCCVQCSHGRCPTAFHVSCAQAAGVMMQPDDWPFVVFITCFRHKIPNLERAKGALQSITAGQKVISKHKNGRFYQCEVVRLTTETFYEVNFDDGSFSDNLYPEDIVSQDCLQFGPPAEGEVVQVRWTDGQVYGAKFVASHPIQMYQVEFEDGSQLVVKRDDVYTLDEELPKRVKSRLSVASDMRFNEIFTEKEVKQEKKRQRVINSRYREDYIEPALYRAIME
# Active calls of the source: *; i = inactive; ? = inconclusive; . = no result given; & = joins results of further samples; [ ] = another dose, or the depositor's remark. Unless noted, calls come from the whole dose curve; as a rule, active = well fitted curve in the direction sought with a large enough effect; inconclusive = small, poorly fitted or top-dose-only effect, or another doubt; inactive = no such curve, though single readings can be large; an effect the other way counts as inactive or inconclusive. Potency is the fitted concentration of half-maximal effect.
nr	molecule	BAZ2B inh	GLS inhibitor	Tb PGK inh	HP1b chromo inh	Pin1 inh	Pol iota inh	G9a block	BLM helicase inh	JMJD2A Tudor
1	CCc1ccc(CNC(=O)c2ccc(Cn3c(=O)c4cccn4c4cccnc43)cc2)cc1	-13%	-3%	2%	28%	0%	60%[activator]	2%[59 µM]	-1%	-9%
2	CCn1cc(CNC(=O)c2cc([N+](=O)[O-])c(C)c([N+](=O)[O-])c2)cn1	0%	6%	1%	24%	0%	19%	-3%[59 µM]	-1%	-11%
3	CC[C@H](C)[C@@H](NC(=O)O[C@@H]1C(=O)c2cc(OC)ccc2O[C@H]1c1ccc(OC)c(Br)c1)C(=O)OC	-6%	1%	i	18%	-1%	1%	6%	-5%&-9%	-24%
4	COc1ccc(S(=O)(=O)N2CCOCC2)cc1NC(=O)CSc1cc(C)ccc1C	9%	-16%	-5%	29%	?	33%[activator]	3%[0.501 µM]	.	-13%
5	Cc1cccc(C(=O)N2CCc3ccccc3C2)c1[N+](=O)[O-]	-7%	-5%	i	34%	-2%	-4%	-11%[12.7 µM]	-4%	-6%
6	Cc1ccc(-c2onc(C)c2C)cc1S(=O)(=O)Nc1ccccn1	-9%	4%	i	52%[activator]	-9%	5%	3%[59 µM]	-1%	-3%
7	Cc1cccc(C)c1NC(=O)CN(C)C(=O)c1cccc(S(=O)(=O)N2CCN(C)CC2)c1	-6%	-2%	-8%	21%	-3%	88%[activator]	?	.	-8%
8	Cc1cccc(N2CCN(c3nnc(C(F)(F)F)s3)CC2)c1	7%	8%	-2%	43%[activator]	10%	37%[activator]	.	-3%	-7%
9	Cc1nnc(NC(=O)CSc2nnc(CNC(=O)C34CC5CC(CC(C5)C3)C4)n2C2CCCCC2)s1	8%	1%	-11%	25%	0%	-10%	5%[59 µM]	-1%	-20%
10	O=C(c1ccco1)N1CCN(C(c2ccc(Cl)cc2)c2nnnn2Cc2ccccc2)CC1 (centres undefined)	1%	0%	-8%	10%	2%	1%	?	-6%	-11%
11	COc1ccc(C(=O)Nc2ccc(Br)cc2F)cc1S(=O)(=O)N1CCCC1	?	2%	-2%	12%	21%	13%	-10%	.	-22%
12	CC(=O)c1c(C)[nH]c(C(=O)NCc2ccccn2)c1C	-8%	2%	-6%	19%	-11%	0%	0%[59 µM]	-6%	-1%
13	O=C(Nc1cccc(Cl)c1)OC1CCCCc2cccnc21 (centres undefined)	-9%	0%	i	25%	-7%	1%	-7%	-3%	-11%
14	CCN1C(C(=O)c2ccccc2)=C(OC(=O)c2ccccc2OC)c2ccccc2S1(=O)=O	-22%	20%	i	1%	5%	-3%	-41%[59 µM]	-10%	?
15	O=C(Nc1ccc(CN2CCCCC2)cc1)c1ccc2c(c1)OCO2	-3%	-6%	-6%	20%	-9%	17%	30%[12.7 µM]	-8%	-10%
16	COCCCNCCOc1ccccc1-c1ccccc1	-32%	5%	i	-35%	-3%	194%[activator]	7.9µM*	4%	25µM*
17	CCOC(=O)Cc1csc(NC(=O)CCCCCN2C(=O)c3cccc4cccc(c34)C2=O)n1	.	-17%	-4%	18%	-3%	19%	.	.	-8%
18	CC1CC(C)CN(C(=O)c2ccc(S(=O)(=O)N3CCCCC3)cc2)C1 (centres undefined)	?	-4%	0%	24%	-6%	13%	.	0%	-13%
19	CCn1ccnc1CN1CCC(CO)(CCOc2ccccc2)CC1	-15%	6%	1%	23%	0%	74%[activator]	.	-3%	-3%
20	CCCCNc1nc2c(-c3cccc(C)c3)nnn2c2ccccc12	1%	2%	-6%	49%[activator]	-2%	36%[activator]	0%[59 µM]	-10%	-13%
21	Cc1cc(C)cc(NC(=O)C(C)N2Cc3ccccc3C2=O)c1 (centres undefined)	2%	1%	-1%	24%	-3%	8%	-3%[59 µM]	-2%	10%
22	O=C(COc1ccc(Cl)cc1Cl)NCc1ccncc1	12%	-1%	-7%	32%	-5%	19%	-1%[59 µM]	-3%	-4%
23	CC(=O)c1cc(-c2ccccc2)n(CC(=O)NCc2ccccc2C)c1C	-1%	6%	7%	29%	10%	9%	-8%[59 µM]	-4%	0%
24	CSc1ccccc1NC(=O)c1ccc(Br)o1	3%	1%	0%	36%[activator]	1%	21%	9%[59 µM]	-3%	14%
25	CC(=O)NCCSC(=O)c1ccc(F)cc1	-7%	-10%	5%	22%	-4%	7%	22%[59 µM]	-1%	-8%
26	O=C(O)c1ccc(NS(=O)(=O)c2cc(Cl)ccc2Cl)cc1	-20%	6%	-2%	47%[activator]	-7%	18%	-5%	-2%	1%
27	COc1cc(OC)cc(C(=O)NCC(=O)OCc2nc3ccccc3s2)c1	-16%	1%	22%	25%	9%	126%[activator]	-24%	-1%	-7%
28	COc1ccc(C(=O)NCCc2c[nH]c3ccccc23)cc1S(=O)(=O)N1CCOCC1	10%	-15%	-1%	-15%	4%	-6%	20%	1%	-16%[11.4 µM]
29	CSc1nsc(SC)c1NC(=O)Nc1ccccc1C	-12%	3%	i	25%	1%	40%[activator]	-28%	0%	-5%[11.4 µM]
30	Cc1ccsc1/C=N/NC(=O)c1cccc(S(=O)(=O)Nc2ccccc2Cl)c1	-1%	13%	1%	36%	-1%	-3%	12%[59 µM]	4%	-2%[57.1 µM]
31	COc1ccc(NC(=O)CCC(=O)N/N=C/c2ccc([N+](=O)[O-])s2)cc1	?	-5%	-9%	15%	-3%	-15%	-6%[59 µM]	-11%	-29%
32	O=C(NCc1cccnc1)C1CCN(c2ccc(S(=O)(=O)N3CCOCC3)cc2Cl)CC1	-16%	-4%	-8%	34%	-4%	9%	-1%	1%	1%
33	O=C(Cn1c2ncccc2c(=O)n1-c1ccccc1)NCc1ccccc1	11%	2%	i	42%	?	12%	-5%[59 µM]	-6%	22%
34	Cc1ccc(N2C(=O)c3oc4cc(C)c(C)cc4c(=O)c3C2c2cccc(O)c2)nc1 (centres undefined)	0%	1%	-2%	49%[activator]	-9%	35%[activator]	-3%[59 µM]	-5%	1%
35	CCCNC(=O)[C@H]1N2C(=O)c3c(ccc(OC)c3OC)C2SC1(C)C (some centres undefined)	-20%	-15%	-6%	41%[activator]	3%	46%[activator]	5%	-2%	-2%
36	COc1ccc(OCC(=O)N/N=C/c2cccn2-c2cccc(C(=O)O)c2)cc1	79µM*	-23%	-19%	?	-21%	10µM*	35µM*	.	45µM*
37	O=C(Nc1cc(F)cc(F)c1)c1sc(Cl)nc1-c1ccccc1	7%	1%	-6%	24%	2%	35%[activator]	19%[59 µM]	-2%	-14%
38	O=C(NCc1ccccc1)C1CCN(c2nc(-c3ccccc3)nc3c2CCC3)CC1	-5%	-2%	-5%	33%	28%	14%	24%	1%	-12%
39	Cc1oc2ncn(CC(C)C)c(=O)c2c1C(=O)NCCc1ccccc1	10%[57.1 µM]	-9%	4%	33%	-4%	-1%	-27%[59 µM]	1%	-4%
40	CC(C)(C)C1CCc2c(sc(NC(=O)C3CCCO3)c2C(N)=O)C1 (centres undefined)	?	1%	i	-17%	-1%	-4%	22%[0.501 µM]	-10%	?
41	CC(OC(=O)/C(C#N)=C/c1ccco1)C(=O)N(C)c1ccccc1 (centres undefined)	.	-12%	3%	9%	36%[activator]	-16%	.	.	-24%
42	Cc1ccc2[nH]c(C)cc(=S)c2c1	-16%	0%	i	-4%	-1%	44%[activator]	?	-5%	-33%
43	Cc1cc(CN(C)C(=O)CC2C(=O)NCCN2Cc2c(F)cccc2Cl)on1 (centres undefined)	-3%	6%	-7%	33%	-5%	-12%	30%[59 µM]	-3%	3%
44	CCn1ccc2cc(S(=O)(=O)N3CCC(C(=O)NCc4ccc(OC(C)C)cc4)CC3)ccc21	-3%	4%	9%	13%[57 µM]	15%	-10%	-2%[59 µM]	-3%	-16%
45	Brc1ccc(C2=CC(c3cccs3)n3ncnc3N2)cc1 (centres undefined)	4%	?	-4%	24%	?	?	11%[0.501 µM]	-4%	-22%
46	Cc1ccc(C)c2nc(SCC(=O)Nc3ccc4c(c3)OCO4)c(C#N)cc12	-4%	4%	i	30%	1%	45%[activator]	18%[12.7 µM]	-3%	-12%
47	COc1ccc(NC(=O)COC(=O)c2ccc(S(=O)(=O)N3CCCC3)cc2)cc1OC	-3%	-8%	-7%	52%[activator]	0%	2%	-27%[59 µM]	.	7%
48	CC(NC(=O)Cc1cccs1)c1ccncc1 (centres undefined)	5%	-4%	-7%	6%	1%	-23%[58.9 µM]	?	-12%	-28%
49	Cn1c(COc2ccccc2)nnc1SCCC(=O)Nc1ccccc1	3%	6%	-3%	12%	-1%	8%	5%[12.7 µM]	-1%	7%
50	O=C(CSc1ncnc2nc[nH]c12)Nc1ccccc1C(F)(F)F	2%	18%	-3%	21%	1%	26%	?	-5%	-4%
51	NS(=O)(=O)c1ccc(CNC(=O)CCC2CCCCC2)cc1	11%	1%	0%	9%	-14%	9%	-7%[12.7 µM]	-4%	-1%
52	Cc1cc(C)nc(CCNC(=O)c2cc(COc3ccc(F)cc3F)on2)n1	1%	0%	-2%	32%	0%	22%	-28%	-3%	3%
53	Cc1cc(C)c(S(=O)(=O)N2CCN(C(=O)C3CCCO3)CC2)c(C)c1 (centres undefined)	4%	0%	-4%	37%	0%	?	?	.	1%
54	N#Cc1ccc(C[C@@H](NS(=O)(=O)c2ccc(C(=O)O)cc2)C(=O)O)cc1	4%	.	.	.	-13%	.	2%[12.7 µM]	0%	?
55	Nc1nnc(-c2ccccc2)s1	4%	-28%	16%	29%	-9%	17%	19%[2.33 µM]	4%	-2%
56	O=C(C1CCC1)N1CCc2cc(S(=O)(=O)NCCN3CCN(c4ccccc4F)CC3)ccc21	-33%	8%	-4%	-8%	0%	17%	29%[0.501 µM]	-5%	-33%

# Screening results from PubChem BioAssay.

# The list is partial, so the mix of outcomes need not match the whole.
